FEN1 inh: qHTS Assay for the Inhibitors of Human Flap endonuclease 1 (FEN1); Potency, µM (titrated, usually from 114 µM), for inactives: at the top dose activity change, negative = inhibition, hits mostly inhibitors; 0.35% of 390,000 active; Recombinant FEN1 flap cleavage, fluorescence, 15 min; AID 588795, 2011; also: nearly all actives have a fitted effect of over 65% in size
Target sequence (P39748 whole entry, looked up): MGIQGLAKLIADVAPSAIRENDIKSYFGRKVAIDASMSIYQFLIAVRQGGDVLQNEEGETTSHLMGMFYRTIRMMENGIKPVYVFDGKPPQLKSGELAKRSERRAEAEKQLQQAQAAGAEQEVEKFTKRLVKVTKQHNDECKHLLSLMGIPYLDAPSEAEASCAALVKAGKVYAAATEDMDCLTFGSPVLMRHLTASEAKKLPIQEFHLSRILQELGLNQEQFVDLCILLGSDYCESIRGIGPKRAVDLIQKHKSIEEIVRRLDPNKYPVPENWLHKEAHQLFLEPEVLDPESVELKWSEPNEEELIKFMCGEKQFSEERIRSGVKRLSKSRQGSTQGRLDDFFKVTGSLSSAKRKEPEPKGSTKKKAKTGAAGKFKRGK
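Concentration–response screening of FEN1 (10 nM): 15 min compound preincubation at room temperature, reaction started with 50 nM substrate and read at 0 and 15 min. Corrected, normalized data were fitted by a four-parameter Hill equation.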
TDP1 block: qHTS Assay for Inhibitors of Tyrosyl-DNA Phosphodiesterase (TDP1). Tyrosyl-DNA phosphodiesterase 1 (Homo sapiens), Q9NUW8. recombinant TDP1, AlphaScreen DNA substrate cleavage. 0.28% of 350,000 active. Potency, µM (doses to about 130 µM), for the others: top-dose activity change, negative = inhibition, most hits filed as inhibitors; also: nearly all actives have a fitted effect of over 40% in size
Target sequence (Q9NUW8 whole entry, looked up): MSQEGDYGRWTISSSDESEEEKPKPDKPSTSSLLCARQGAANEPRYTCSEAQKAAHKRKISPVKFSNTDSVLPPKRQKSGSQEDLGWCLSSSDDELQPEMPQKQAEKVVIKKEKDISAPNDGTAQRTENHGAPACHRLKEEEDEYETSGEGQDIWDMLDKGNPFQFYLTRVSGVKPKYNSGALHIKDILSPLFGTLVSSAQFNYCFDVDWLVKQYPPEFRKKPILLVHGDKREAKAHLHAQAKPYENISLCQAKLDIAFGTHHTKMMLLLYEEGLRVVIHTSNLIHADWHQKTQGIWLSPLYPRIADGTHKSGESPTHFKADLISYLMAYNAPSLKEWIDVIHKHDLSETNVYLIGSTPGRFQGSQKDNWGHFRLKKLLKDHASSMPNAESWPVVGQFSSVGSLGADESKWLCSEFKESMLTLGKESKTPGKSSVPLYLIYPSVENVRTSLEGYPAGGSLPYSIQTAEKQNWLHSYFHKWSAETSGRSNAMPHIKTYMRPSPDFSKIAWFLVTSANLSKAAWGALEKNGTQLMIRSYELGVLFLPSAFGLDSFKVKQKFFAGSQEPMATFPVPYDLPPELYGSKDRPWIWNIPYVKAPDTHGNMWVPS
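Tdp1 1 nM final; 15 min RT w/ cpd; substrate 15 nM, 5 min; beads 10 ug/ml, 10 min; AlphaScreen read. Neg ctrl: no enzyme.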
N370S GC: qHTS Assay for Inhibitors and Activators of N370S glucocerebrosidase as a Potential Chaperone Treatment of Gaucher Disease; Potency, µM (doses to about 59.4 µM), inactives show top-dose activity change, negative = inhibition, usual class: inhibitors; Lysosomal acid glucosylceramidase (Homo sapiens), P04062; N370S GC spleen homogenate, 4MU-glucoside fluorescence; 0.092% of 330,000 active; AID 2101, 2009;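 also: 0% = full enzyme activity and -100% = no enzyme basal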
* = called active by the depositor; ? = inconclusive; nt = not tested or not shown; & = joins results of further samples; [ ] = dose if it differs, or a comment. Calls follow the shape of the dose curve; as a rule, active = well fitted curve in the direction sought with a large enough effect; inconclusive = small, poorly fitted or top-dose-only effect, or another doubt; inactive = no such curve, though single readings can be large; an effect the other way counts as inactive or inconclusive. Unless noted, % is scaled to controls: 0 for no effect and ±100 for the full control effect; potency is read from the fitted curve at half-maximal effect.

canonical_smiles	FEN1 inh	TDP1 block	N370S GC
Cc1cccc(C(=O)NCC(c2ccc3c(c2)OCO3)N2CCOCC2)c1 (configuration not stated)	20%	-2%	nt
CC(C)CCn1c(CN2CCOCC2)nc2c1c(=O)n(C)c(=O)n2C	18%	8%	1%
CC(=O)NC1(c2ccccc2)CCN(c2nc(C)cc(C)n2)CC1	-1%	7%	-2%
N#Cc1cccc(OCC(=O)NC(=O)NCc2ccccc2)c1	3%	4%	1%
S=c1[nH]nc(-c2ccc(Cl)cc2)n1-c1ccc(Cl)cc1	-1%	5%	-12%
O=C(NCCCc1ccccc1)c1ccc(F)cc1	2%	-16%	-10%
CCc1n[nH]c(=S)n1/N=C/c1ccccc1OCc1ccc(Cl)cc1	16%	5%	15%
Cc1cc(C)c2nc(N3CCCC(C(=O)NCc4cccc(Cl)c4)C3)sc2c1 (configuration not stated)	-6%	-2%	nt

Some of these compounds in order of count of non-hydrogen atoms, descending.
canonical_smiles	FEN1 inh	TDP1 block	N370S GC
Cc1cc(C)c2nc(N3CCCC(C(=O)NCc4cccc(Cl)c4)C3)sc2c1 (configuration not stated)	-6%	-2%	nt
CC(=O)NC1(c2ccccc2)CCN(c2nc(C)cc(C)n2)CC1	-1%	7%	-2%
O=C(NCCCc1ccccc1)c1ccc(F)cc1	2%	-16%	-10%

(continued)
canonical_smiles	FEN1 inh	TDP1 block	N370S GC
O=C(c1ccc2c(=O)n(Cc3ccccc3)c(=S)[nH]c2c1)N1CCCC1	4%	8%	-17%
CC1CC(C)CN(S(=O)(=O)N2CCCC(C(=O)NCCCN3CCOCC3)C2)C1 (configuration not stated)	-5%	7%	-2%
CC(C)=CCc1c(O)ccc2c1OC(c1ccc(O)c(O)c1)CC2=O (configuration not stated)	-21%	3%	-19%
Cc1ccc(OCc2cc(C(=O)N3CCCC3)no2)cn1	15%	6%	-5%
O=C(CNC(=O)[C@@H]1Cc2ccccc2CN1)Nc1ccc2c(c1)OCO2	-14%	5%	-10%
COc1ccc(NC(=O)CCCC(=O)OCC(=O)c2cccc(OC)c2)cc1	9%	2%	-1%
O=C(Cn1nc(C(F)(F)F)cc1C1CC1)NCc1ccccc1F	-1%	3%	2%
COc1ccc2c(c1)sc(=NC(=O)CS(=O)(=O)c1ccc(F)cc1)n2C	-17%	4%	-2%

In the list so far, 2 have an aryl methoxy group.
canonical_smiles	FEN1 inh	TDP1 block	N370S GC
COc1ccc(NC(=O)CCCC(=O)OCC(=O)c2cccc(OC)c2)cc1	9%	2%	-1%
COc1ccc2c(c1)sc(=NC(=O)CS(=O)(=O)c1ccc(F)cc1)n2C	-17%	4%	-2%

Back to the main list, starting 2 compounds before the break.
canonical_smiles	FEN1 inh	TDP1 block	N370S GC
O=C(Cn1nc(C(F)(F)F)cc1C1CC1)NCc1ccccc1F	-1%	3%	2%
COc1ccc2c(c1)sc(=NC(=O)CS(=O)(=O)c1ccc(F)cc1)n2C	-17%	4%	-2%
CC(=O)Nc1sc(C)c(C)c1C(=O)OC(C)C	-8%	-2%	5%
CCCn1cc(SCC(=O)NCC2CCCO2)c2ccccc21 (configuration not stated)	12%	5%	2%
c1ccc(C2CC(c3cccs3)=NN2c2ccccc2)cc1 (configuration not stated)	?	nt	?
CC=C1COC(C(=O)NCCOCCO)(C(F)(F)F)C=C1C=C(C)C (configuration not stated)	9%	5%	-13%
Cc1cccc(S(=O)(=O)N2CCn3cccc3C2C)c1 (configuration not stated)	-3%	9%	nt
COC(=O)C1(Cc2cc(-c3ccc(Cl)cc3)no2)CCN(C(=O)OC(C)(C)C)CC1	-24%	nt	6%
COc1ccc(C2C(C(C)=O)=C(O)C(=O)N2CCO)c(OC)c1 (configuration not stated)	-6%	4%	6%
CCCCS(=O)CC(CS(=O)CCCC)OC(=O)c1ccc(C)cc1 (configuration not stated)	-3%	-2%	5%

canonical_smiles	FEN1 inh	TDP1 block	N370S GC
COc1ccc(CNC(=O)Cc2c(C(=O)O)[nH]c3ccccc23)c(OC)c1	-12%	nt	-9%
Cc1cccc(NC(=O)CCS(=O)(=O)c2ccc3c(c2)n(C)c(=O)c(=O)n3C)c1C	16%	8%	nt
CCN(CC)c1c([N+](=O)[O-])c(=O)oc2ccccc12	-2%	0%	-7%
O=C1c2c(Br)c(Br)c(Br)c(Br)c2C(=O)N1c1ccccn1	-9%	nt	0%
COc1ccc(O[C@H]2C=C[C@@H](c3ccccc3)O[C@@H]2CO/N=C(\C)CCC(=O)OC[C@H]2O[C@H](c3ccccc3)C=C[C@@H]2Oc2ccc(OC)cc2)cc1	nt	3%	5%
Cc1[nH][nH]c(=O)c1C(c1c(C)[nH][nH]c1=O)c1cn(Cc2cccc3ccccc23)c2ccccc12	-23%	13%	4%
O=[N+]([O-])c1nn(-c2ccc(Cl)cc2)n(O)c1=NCc1ccccc1	-15%	8%	4%
OC(CNCC(c1ccc(Cl)cc1Cl)c1c[nH]c2ccccc12)c1ccccc1 (configuration not stated)	-10%	8%	-16%

canonical_smiles	FEN1 inh	TDP1 block	N370S GC
CCOC(=O)N1CCN(CC(O)c2c[nH]c3ccc(OC)cc23)CC1 (configuration not stated)	-4%	nt	5%
C=C(C)CSc1nc2sc3c(c2c(=O)n1-c1ccc(C)cc1)CCN(C)C3	3%	nt	4%
CCn1cnc2c1c(=O)[nH]c(=O)n2Cc1ccccc1	6%	nt	4%
Cc1ccc(NC(=O)CCC(=O)N/N=C/c2ccc(O)cc2O)cc1	17%	nt	-8%
Cc1coc2cc3oc(=O)c(CC(=O)N(C)CC(=O)O)c(C)c3cc12	-2%	nt	-8%
COc1ccc(NC(=O)Nc2ccc3c(c2)CCC3)cc1	-1%	-10%	?
CCN(CC)CCC[C@H](C)Nc1c2ccc(Cl)cc2nc2ccc(OC)cc12	nt	-5%[21 µM]	-9%[21.6 µM]
Cc1cc(-c2ccc(C)c(S(=O)(=O)NCC3CCN(Cc4cccc(F)c4)CC3)c2)on1	-24%	5%	-17%

canonical_smiles	FEN1 inh	TDP1 block	N370S GC
CCOC(=O)c1cc2nc(-c3ccco3)cc(C(F)(F)F)n2n1	7%	2%[56.1 µM]	11%
COc1ccc(S(=O)(=O)Cc2ccc(C(=O)N3CCN(C(=O)c4ccco4)CC3)o2)cc1	0%	2%	4%
COc1ccc(-c2cnnn2-c2ccc(NC(=O)c3c(F)cccc3F)cc2)cc1	0%	8%	nt
Cc1ccc(C(=O)OCC(=O)N2C(C)CCCC2C)cc1S(=O)(=O)N1CCOCC1 (configuration not stated)	2%	nt	1%
O=C(NCc1ccc2c(c1)OCO2)c1ccc(CN2CCc3ccccc3C2)cc1	-18%	3%	-2%
CCCCS(=O)(=O)c1oc(-c2cccs2)nc1S(=O)(=O)c1ccc(F)cc1	-7%	6%	nt
CC(=O)c1cc(-c2ccc(F)cc2)n(CCC(=O)NCc2ccccc2C)c1C	-5%	1%	nt
O=C(NCCc1ccccc1)c1ccccc1F	-2%	-3%	4%

canonical_smiles	FEN1 inh	TDP1 block	N370S GC
COC(=O)c1ccc(N2C(=O)CC(N3CCC(O)(c4ccc(Br)cc4)CC3)C2=O)cc1 (configuration not stated)	4%	3%	12%
Cc1c(-c2ccc(/C=N/NC(=O)C(=O)Nc3ccccc3F)o2)cccc1[N+](=O)[O-]	5%	-3%	3%
CCOc1ccc(N2CC(c3nc4ccccc4n3CCOc3ccc(CC)cc3)CC2=O)cc1 (configuration not stated)	3%	-1%	nt
COc1cc(OC)c(C(=O)COc2ncnc3ccccc23)c(OC)c1	10%	2%	12%
Cc1ccc(NC(=O)c2ccc(NS(=O)(=O)c3c(C)noc3C)cc2)cc1C	4%	4%	-12%
Clc1cccc(CNc2nnnn2-c2ccccc2)c1	0%	3%	-1%
O=C1O/C(=C/c2ccccc2)N=C1c1ccccc1	1%	-5%	-21%
COC(=O)C/C=C\[C@@H](C)[C@@H](/C=N\O[C@@H](C)CN1CCCCc2nc(C)c(C)cc21)NS(=O)(=O)c1ccc(C)cc1	nt	2%[21 µM]	-4%[12.8 µM]

canonical_smiles	FEN1 inh	TDP1 block	N370S GC
COc1ccc(OCC(=O)Nc2ccccc2C(=O)OCc2cc(=O)n3nc(C)sc3n2)cc1	1%	4%	nt
CCCCCCCCCCCCCCCC[n+]1ccc(C(N)=O)cc1	?	0%	-10%
CCCCC(CC(O)COCC(C)C)C(=O)NN (configuration not stated)	6%	1%	-2%
CN(CC(=O)Nc1ccccc1Br)C(=O)c1cccc([N+](=O)[O-])c1	-18%	6%	-17%
COc1ccccc1NS(=O)(=O)c1cc(NC(=O)CCc2nc3ccccc3c(=O)[nH]2)ccc1C	14%	nt	3%
COc1ccc(Cn2c(SCc3cc(C)ccc3C)nc3cc(OC)c(OC)cc3c2=N)cc1	-30%	0%	4%
COCCN(C(=S)Nc1cc(C)cc(C)c1)C(C)c1cccs1 (configuration not stated)	-20%	5%	-10%
COc1ccc(OCC(=O)NC2CCCc3ccccc32)cc1 (configuration not stated)	10%	nt	2%

canonical_smiles	FEN1 inh	TDP1 block	N370S GC
COc1ccc(N(CC(=O)Nc2ccc(C)cc2)S(=O)(=O)c2c(C)noc2C)cc1	0%	1%	7%
Cc1ccc(C)c(NC(=O)CN2C(=O)CCc3cc(S(=O)(=O)N4CCCCC4)ccc32)c1	-12%	-1%	nt
CCNc1nc(N)nc(Oc2ccc(OCCOc3ccccc3)nn2)n1	-13%	5%	0%
CCOC(=O)CC(Nc1nc(N2CCOCC2)nc(N2CCOCC2)n1)c1ccccc1Cl (configuration not stated)	-1%	2%	27%
COc1ccc(NC(=O)NS(=O)(=O)c2ccc(C)cc2)c(OC)c1	4%	8%	12%
O=[N+]([O-])c1ccc(Oc2cccnc2)nc1	-1%	7%	17%
COc1ccc(C(=O)N[C@H](C(=O)OCn2nnc3ccccc3c2=O)C(C)C)cc1	9%	11%	-7%
COc1cc(C(CCN2CCCC(C)C2)c2c(OC)cc(OC)c3c(-c4ccccc4)cc(=O)oc23)cc(OC)c1OC (configuration not stated)	-18%&-8%	6%&4%	?

canonical_smiles	FEN1 inh	TDP1 block	N370S GC
OCCCCCNc1ncnc2ccccc12	8%	-8%[56.1 µM]	-23%
CCCc1cc(C(N)=O)c(NC(=O)C2CCCO2)s1 (configuration not stated)	6%	1%	3%
c1ccc(-c2ccc(C3=Nn4c(Cn5nnc6ccccc65)nnc4SC3)cc2)cc1	-3%	3%	-13%
CC1=CCC2(CO)COC(c3ccccc3O)C1C2 (configuration not stated)	-6%	2%	22%
COC(=O)CSc1nnc(CNC(=O)c2ccccc2OC)n1-c1ccc(OC)cc1	-15%	4%	-25%
Cc1ccc(-n2c(C)nc3c(cnn3-c3ccccc3C)c2=O)cc1F	-18%	0%	nt
COc1ccc(CCN(C)S(=O)(=O)c2cn(C)c(=O)n(C)c2=O)cc1OC	4%	-3%[56.1 µM]	nt
CC(/C=C/C1[C@H](C)C[C@H](O[C@@H]2O[C@H](CO)[C@@H](O)[C@H](O)[C@H]2O)CC1(C)C)O[C@H]1O[C@H](CO)[C@@H](O)[C@H](O)[C@H]1O (some centres not stated)	10%	nt	3%

canonical_smiles	FEN1 inh	TDP1 block	N370S GC
CCC(CC)NC(=O)CO/N=C/c1ccc(Cl)cc1Cl	16%	-11%	-10%
COc1cccc(NC(=O)CN(C)C(=O)c2cc(-c3cccc(Br)c3)nc3ccccc23)c1	-18%	nt	-11%
Cc1ccc(CN2CC(C(=O)N3CCN(S(=O)(=O)c4cc(C)ccc4C)CC3)CC2=O)cc1 (configuration not stated)	-5%	0%	0%
COc1ccc(C2C(C#N)=C(N)Nc3onc(C(C)(C)C)c32)c(OC)c1 (configuration not stated)	-7%	3%	-7%
COc1ccc(NC(=O)CN2C(=O)NC(C)(c3ccccc3)C2=O)c(OC)c1 (configuration not stated)	3%	nt	-5%
Cc1ccc(NC(=O)CN2CCCC2)cc1	-9%	nt	-5%
C=CCNC(=O)CN(CCc1ccccc1)S(=O)(=O)c1ccccc1	11%	nt	-6%
CC(=O)c1nccs1	9%	1%&14%	-1%

Five entries already listed, ordered by the number in TDP1 block, rising:
Molecule,TDP1 block
Cc1c(-c2ccc(/C=N/NC(=O)C(=O)Nc3ccccc3F)o2)cccc1[N+](=O)[O-],-3%
CCCc1cc(C(N)=O)c(NC(=O)C2CCCO2)s1 (configuration not stated),1%
COc1ccc2c(c1)sc(=NC(=O)CS(=O)(=O)c1ccc(F)cc1)n2C,4%
O=C(c1ccc2c(=O)n(Cc3ccccc3)c(=S)[nH]c2c1)N1CCCC1,8%
COc1ccc(C(=O)N[C@H](C(=O)OCn2nnc3ccccc3c2=O)C(C)C)cc1,11%
